# Source: PubChem BioAssay
# Lamin A splicing: changes lamin A minigene splicing in HeLa cells; actives 0.01% (n = 200,000); AID 1487; HeLa LMNA splicing GFP/RFP minigene ratio, 48 h; Potency, µM (top dose mostly 46.1 µM), for the others: at the top dose ratio change, negative = inhibition, hits mostly inhibitors; active = well fitted inhibition curve with a large enough effect in the signal ratio, with a control signal flat, not every such curve was filed as active; inconclusive = small, poorly fitted or top-dose-only effect, or effect the other way, or a change in a side signal; the % refers to the signal ratio; also: % is scaled to controls: 0 for no effect and ±100 for the full control effect
#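 Read-out is the ratio of GFP to DsRed2 object intensity, acquired by 488 nm laser-scanning cytometry on HeLa lamin A-EGFP minigene reporter cells. Compound incubation 48 hrs at 37 °C in Opti-MEM with 2% FBS; DMSO 0.5% final.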
# TexasRed fluor: counter-screen for TRb-SRC2 inhibitors: fluorescence interference; TRb/SRC2 Texas Red total fluorescence interference; Potency, µM (highest dose often 106 µM), for inactives: at the top dose fluorescence change, negative = quenching; actives 0.29% (n = 280,000); active = well fitted curve in either direction with a large enough effect; inconclusive = small, poorly fitted or top-dose-only effect; also: % is scaled to controls: 0 for no effect and ±100 for the full control effect
#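 Human TRb ligand-binding domain at 0.6 uM with 20 nM Texas Red SRC2 peptide in Tris buffer containing 1 uM T3 and 5% DMSO, incubated with compound 5 h at ambient temperature. Total fluorescence (555/632 nm) calculated as parallel + 2 × perpendicular.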
# RECQ1 inh: inhibitors of human RECQ1 DNA helicase. RECQ1 DNA unwinding, red fluorescence kinetic read. Potency, µM (highest dose often 57.3 µM), for inactives: at the top dose activity, negative = inhibition, actives largely listed as inhibitors. actives 0.54% (n = 240,000). AID 2549;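 also: plate controls were vehicle for no effect and no enzyme for full effect; nearly all actives have a fitted effect of over 30% in size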
# Target sequence (P46063 whole entry, looked up): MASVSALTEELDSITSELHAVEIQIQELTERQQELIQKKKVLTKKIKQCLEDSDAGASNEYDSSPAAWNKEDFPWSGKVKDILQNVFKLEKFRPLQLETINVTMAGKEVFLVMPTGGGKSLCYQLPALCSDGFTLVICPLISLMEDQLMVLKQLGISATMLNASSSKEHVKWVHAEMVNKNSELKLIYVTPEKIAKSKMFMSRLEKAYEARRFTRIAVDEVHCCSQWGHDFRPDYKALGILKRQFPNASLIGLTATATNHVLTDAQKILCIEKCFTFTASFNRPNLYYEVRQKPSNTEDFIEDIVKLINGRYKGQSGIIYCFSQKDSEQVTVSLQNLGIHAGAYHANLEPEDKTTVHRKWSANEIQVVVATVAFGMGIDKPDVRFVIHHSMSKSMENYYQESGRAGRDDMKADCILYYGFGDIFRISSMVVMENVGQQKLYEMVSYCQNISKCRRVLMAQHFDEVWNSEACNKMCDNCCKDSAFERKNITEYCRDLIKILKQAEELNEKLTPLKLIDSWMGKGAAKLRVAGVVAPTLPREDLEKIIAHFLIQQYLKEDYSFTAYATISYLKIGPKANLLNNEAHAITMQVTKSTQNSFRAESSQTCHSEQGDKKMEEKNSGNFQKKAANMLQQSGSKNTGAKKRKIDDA
#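 RECQ1T1 50 nM; forked duplex (20 bp + 30-nt ss tails) 200 nM, ATP 2 mM final; pH 8.0, 2 mM MgCl2, 2.5 ug/ml poly(dI-dC); 15 min compound preincubation; discontinuous kinetic read over 2 h at RT.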
# GoLoco inh red: blocks human Gai1 binding to RGS12 GoLoco peptide, red readout; P63096; Gai1:RGS12 GoLoco peptide FP, rhodamine, 10 min; Potency, µM (highest dose often 61.6 µM), inactives show top-dose activity, negative = inhibition, most hits filed as inhibitors; actives 0.44% (n = 230,000); active = well fitted inhibition curve with a large enough effect, not every such curve was filed as active; inactive = no such curve, though single readings can be large or run the other way; also: % is scaled to controls: 0 for no effect and ±100 for the full control effect; nearly all actives have a fitted effect of over 30% in size; many of its hits are not listed in these tables
# Target sequence (P63096 whole entry, looked up): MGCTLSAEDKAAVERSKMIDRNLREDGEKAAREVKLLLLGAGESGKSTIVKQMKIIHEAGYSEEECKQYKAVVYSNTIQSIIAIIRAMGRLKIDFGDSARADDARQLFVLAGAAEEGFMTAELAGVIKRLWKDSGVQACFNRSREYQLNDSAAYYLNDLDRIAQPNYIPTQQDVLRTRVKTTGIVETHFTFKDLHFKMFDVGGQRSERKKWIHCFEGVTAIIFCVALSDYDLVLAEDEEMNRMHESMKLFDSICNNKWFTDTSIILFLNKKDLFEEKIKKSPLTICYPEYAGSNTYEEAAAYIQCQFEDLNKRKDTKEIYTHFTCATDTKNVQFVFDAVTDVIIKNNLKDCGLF
# TRb-SRC2 inh: inhibitors of human thyroid hormone receptor beta-SRC2 interaction; P10828; TRbeta-SRC2 peptide binding, fluorescence polarization; receptor liganded with 1 µM T3; Potency, µM (highest dose often 106 µM), without a hit: at the top dose activity change, negative = inhibition, actives largely listed as inhibitors; actives 0.065% (n = 280,000); AID 1469;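 also: plate controls were bound peptide for no effect and peptide without receptor for full effect; nearly all actives have a fitted effect of over 50% in size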
#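 Decrease in fluorescence polarization of 20 nM Texas Red SRC2 coactivator peptide flagged inhibition of its binding to 0.6 uM TRb LBD; 1 uM T3 included, incubation 5 hr, ex 555/em 632 nm.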
# SMN2 splice enh: enhancers of SMN2 splice variant expression; HEK293 SMN2-luciferase splicing reporter, luminescence, 30-36 h; Potency, µM (titrated, usually from 46.1 µM), without a hit: top-dose activity change, positive = activation, actives largely listed as activators; actives 2.8% (n = 210,000); AID 1458; also: % of control where 0% means no effect; nearly all actives have a fitted effect of over 55% in size
#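 qHTS luciferase splicing reporter: luminescence rises when SMN2 exon 7 is included in transfected HEK293 cells. Compound exposure lasted 30-36 h at 37C, with 4.5 mM final sodium butyrate as control, followed by a ONE-Glo read.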
# ALDH1A1 block: inhibitors of human aldehyde dehydrogenase 1A1 | P00352 | Purified ALDH1A1, NADH fluorescence, propionaldehyde substrate | Potency, µM (series often up to 75.3 µM), inactives show at the top dose activity, negative = inhibition, hits mostly inhibitors | actives 7.3% (n = 220,000); active = well fitted inhibition curve with a large enough effect, not every such curve was filed as active; inconclusive = small, poorly fitted or top-dose-only effect, or another doubt; inactive = no such curve, though single readings can be large or run the other way;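 also: plate controls were no enzyme wells and a reference inhibitor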
# JMJD2E inh: JMJD2E (human) inhibition; Potency, µM (titrated, usually from 57.1 µM), for inactives: at the highest dose activity change, negative = inhibition, usual class: inhibitors; JMJD2E catalytic domain, FDH-coupled NADH fluorescence (FDH is formaldehyde dehydrogenase); B2RXH2; actives 1.6% (n = 230,000); active = well fitted inhibition curve with a large enough effect, not every such curve was filed as active; inconclusive = small, poorly fitted or top-dose-only effect, or another doubt; inactive = no such curve, though single readings can be large or run the other way;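 also: 0% = wells with enzyme and -100% = buffer wells without enzyme; nearly all actives have a fitted effect of over 50% in size; many of its hits are not listed in these tables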
# Starred values were filed as active, the others as inactive; i = inactive; u = inconclusive; x = no result given; & = joins results of further samples; [ ] = another dose, or the depositor's remark. Unless noted, calls follow the shape of the dose curve; as a rule, active = well fitted curve in the direction sought with a large enough effect; inconclusive = small, poorly fitted or top-dose-only effect, or another doubt; inactive = no such curve, though single readings can be large; an effect the other way counts as inactive or inconclusive. Potency is read from the fitted curve at half-maximal effect. These rows are one share of the data. The share of hits here may be higher or lower than overall.
SMILES,Lamin A splicing,TexasRed fluor,RECQ1 inh,GoLoco inh red,TRb-SRC2 inh,SMN2 splice enh,ALDH1A1 block,JMJD2E inh
c1ccc(Cn2ncc3c2ncn2c(-c4ccncc4)nnc32)cc1,6%,0%,i,-6%,-17%,-20%,2%,-4%
Cn1c(=O)n(Cc2ccccc2)c(=O)c2c1nc1n2CCS1,11%,2%,i,5%,1%,3%,-4%,7%
Cc1cccc(-c2n[nH]c(=S)n2/N=C/c2ccco2)c1,x,-3%,-7%,6%,-1%,x,x,-2%
Cc1occc1C(=O)NCCCc1ccccc1,0%,-1%,-2%,3%,0%,25%,-11%,-1%
Cc1ccccc1CC1(CO)CCCN(C(=O)c2ccc(F)cc2)C1 (stereo not drawn),x,-3%,-9%,6%,-10%,x,-7%,2%
CCCOc1ccc(C(=O)CCC(=O)OCC(=O)Nc2ccc(Oc3ccccc3)cc2)cc1,-6%,3%,-14%,x,-3%,x,-2%,-2%
COc1ccc2c(c1)O[C@H](c1ccc3c(c1)OCO3)[C@@H](OC(=O)Nc1ccc(OC(F)F)cc1)C2=O,x,-2%,-13%,-5%,4%,8%,6%,-1%
COc1cccc(CNc2ccc(F)c(Cl)c2)c1OC,-11%,0%,-3%,5%,2%,-28%,-2%,5%
O=C(NCc1ccccc1)C(c1ccccc1)N(C(=O)c1csnn1)C1CC1 (stereo not drawn),4%[46 µM],1%,i,13%,-2%,-6%,1%,7%
COc1cc(C(=O)NCCc2cn3ccc(C)cc3n2)cc(OC)c1OC,7%,-3%,2%,10%,-3%,-15%,6%,-13%
O=C(c1ccccc1-c1ccccc1)N1CCN(c2ccccn2)CC1,u,-1%,-3%,-4%,-22%,22%,u,-26%
CN1CCN(/N=C/c2ccc(N(C)c3ccccc3)cc2)CC1,u,-2%,i,12%,-4%,-37%[inhibitor],1%,-9%
CN1CCN(C(CNS(=O)(=O)c2cccs2)c2cccnc2)CC1 (stereo not drawn),x,1%,i,6%,2%,x,-6%,9%
O=[N+]([O-])c1cccc(-c2noc(COc3ccccc3)n2)c1,x,-7%,i,9%,-3%,-12%,-4%,7%
O=C(O)c1ccc(SCc2cnc(Cl)s2)cc1,-2%,1%,i,6%,3%,u,4%,8%
CS(=O)(=O)CCSc1ncccc1C(=O)NCc1cccs1,-19%[46 µM],-3%,-2%,8%,0%,x,16%,8%
Cc1ccccc1N1Cc2ccccc2C1,u,2%,4%,17%,-2%,-38%[inhibitor],28µM*,5%
CCOC(=O)c1csc(NC(=O)CSc2nnnn2-c2ccc3c(c2)OCCO3)n1,u,-6%,-2%,13%,1%,x,4%,-1%
O=C(Nc1ccccc1N1CCOCC1)C1CCN(S(=O)(=O)c2cccc(C(F)(F)F)c2)CC1,u,-1%,-14%,2%,2%,4%,8%,-3%
CCCn1nc(C(=O)OCC(=O)c2ccccc2)c2ccccc2c1=O,7%[46 µM],-3%,-1%,1%,0%,4%,u,-10%
CC[N+]1(C)[C@@H]2CC[C@H]1CC(OC(=O)[C@H]1CC[C@@](C(=O)OC3C[C@H]4CC[C@@H](C3)[N+]4(C)CC)(c3ccccc3)c3ccccc31)C2 (stereo partly drawn),-16%,0%[53 µM],i,5%[21.6 µM],-4%[53 µM],-6%[20.6 µM],2%[20.9 µM],-2%[25.5 µM]
COCCNC(=S)N1CCN(c2cccc(C)c2C)CC1,x,-1%,-17%,-1%,1%,-9%,19%,8%
Cc1cccc(NC(=O)C(=O)NCCCN2CCOCC2)c1,x,-5%&-3%,-3%,1%,-2%&5%,2%&0%,2%,-1%
Cc1cc(=O)oc2cc(O)c(N=Nc3ccccc3)cc12,x,-2%,0%,1%,-2%,x,1%,-14%
O=C(Cn1nnc(-c2ccccc2F)n1)NCc1ccco1,x,-3%,i,14%,0%,8%,-6%,-27%
Cc1csc(SCC(=O)Nc2cc(C(C)(C)C)nn2-c2ccccc2)n1,u,-2%,-13%,0%,-15%,-11%,3%,-9%
Cc1ccc(CNc2ncccc2-c2nc3cc(Cl)ccc3o2)cc1,-6%,-3%,-5%,8%,6%,-38%[inhibitor],u,-9%
CC1(C)CC(=O)C2=C(C1)N(Cc1cccnc1)C(=O)C2(NC(=O)C1CC1)C(F)(F)F (stereo not drawn),4%,0%,-2%,-9%,1%,-12%,-1%,-8%
CCCCn1c(NC(C)CC)nc2c1c(=O)[nH]c(=O)n2C (stereo not drawn),1%,-1%,i,-14%,-1%,-5%,9%,1%
COc1ccc2c(CN3CCN(S(=O)(=O)c4cccs4)CC3)cc(=O)oc2c1,u,5%,-10%,-2%,-3%,-31%[inhibitor],14µM*,u

# Only GoLoco inh red and ALDH1A1 block (two entries from above):
SMILES,GoLoco inh red,ALDH1A1 block
Cc1cc(=O)oc2cc(O)c(N=Nc3ccccc3)cc12,1%,1%
Cc1cccc(NC(=O)C(=O)NCCCN2CCOCC2)c1,1%,2%

# The results go on:
SMILES,Lamin A splicing,TexasRed fluor,RECQ1 inh,GoLoco inh red,TRb-SRC2 inh,SMN2 splice enh,ALDH1A1 block,JMJD2E inh
Cc1cc(C)cc(NC(=O)N2CCCC2C(=O)Nc2ccc(-n3cnnn3)cc2)c1 (stereo not drawn),1%,1%,i,7%,-5%,9%,3%,2%
Cc1c(C(=O)NCc2cccnc2)oc2ccc(S(=O)(=O)N3CCC4(CC3)OCCO4)cc12,-1%,1%,i,3%,-2%,-1%,-16%,3%
COC(=O)c1c(C)nc2nonc2c1N,3%[46 µM],-2%,i,9%,3%,-6%,-7%,u
CCOC(=O)N1CCN(C(=O)c2cnc3n(c2=O)CCS3)CC1,22%,-1%,-5%,8%,0%,-17%,7%,-1%
COc1ccc(C(=O)N2CCN=C2SCc2cccnc2)c(OC)c1,-13%,0%,-13%,2%,-1%,-12%,11%,-4%
CCOc1ccc(C(=O)Nc2ccc3c(c2)OCCO3)cc1OC,-10%,-5%,-3%,-14%,-19%,13µM*,-6%,2%
COc1ccccc1NC(=O)Cn1cc(C#N)c2ccccc21,-10%,-1%,i,-4%,-5%,-4%,-3%,5%
Nc1nc(N2CCOCC2)nc2ccccc12,-13%,3%,i,-1%,3%,36%,u,u
CC(C)(C)OC(=O)N1CCOCCOCCN(C(=O)OC(C)(C)C)CCOCCOCC1,-4%,-3%,-4%,3%,0%,-35%[inhibitor],5%,11%
CCNC(=O)c1ccc(C2SCC(=O)N2Cc2ccco2)cc1 (stereo not drawn),10%,-1%,-5%,-13%,0%,0%,-8%,0%
O=C(CSc1nc2ccccc2c(=O)n1-c1ccccc1)c1c[nH]c2ccccc12,u,-1%,-13%,8%,1%,-29%,u,-9%
COc1ccc(Cc2nn[nH]n2)cc1,-1%,-4%,-2%,0%,-1%,40%,-7%,-5%
Cc1[nH]c2ccc(C(=O)O)cc2c1C,1%,4%,i,2%,u,4%,u,u
CC1(C)CC(NCCC(c2ccccc2)c2ccco2)CCO1 (stereo not drawn),x,-7%,-12%,-1%,1%,x,x,4%
O=C(Nc1cccc2nsnc12)c1ccc(-c2cccc(Cl)c2)o1,13%,0%,-1%,52%[activator],3%,18%,u,u
Cc1nn(-c2ccccc2)c2sc(-c3nnc(SCC(=O)O)o3)cc12,u,-1%,1%,11%,-13%,-17%,u,u
COc1ccc(NC(=O)CCC2CCCC2)cc1OC,0%,-1%,-2%,1%,-2%,3%,-1%,2%
Cc1cccc(N=Nc2c(N)n[nH]c2-c2ccc(Cl)cc2)c1,u,-1%,-7%,2%,-4%,-7%,0%,-3%
O=C(N/N=C/c1cccc([N+](=O)[O-])c1)C1COc2ccccc2O1 (stereo not drawn),x,0%,i,12%,0%,x,u,-4%
COC(=O)c1ccc(NC(=O)C2C3CCC(C3)C2C(=O)O)cc1 (stereo not drawn),5%,-1%,8%,9%,-7%,-6%,u,0%
NCCC[C@@H](CC(=O)N[C@@H]1CCCC[C@H]1C(=O)N[C@H](CC(=O)N[C@@H](CCC(=O)O)CC(=O)O)Cc1c[nH]c2ccccc12)NC(=O)C[C@H](CO)NC(=O)[C@@H]1CCCC[C@H]1N,x,0%,-5%,0%,-5%,-12%,u,0%
C=CCNC(=S)NNC(=O)c1cccnc1,x,-1%,-2%,4%,1%,x,x,4%
Cc1cc(C)c(N2C(=O)C3C4CC(=O)C(c5ccccc54)C3C2=O)c(C)c1 (stereo not drawn),x,-2%,-5%,-1%,2%,x,x,-7%
O=C(Nc1c(F)cc(F)cc1Br)c1cc(S(=O)(=O)N2CCN(c3ccccn3)CC2)ccc1F,-14%[46 µM],-3%,i,-1%,3%,-57%[inhibitor],u,-14%
Cc1ccccc1N1CC(O)(c2cccs2)[N+]2=C1CCCC2 (stereo not drawn),x,-3%,-3%,7%,3%,-18%,1%,1%
CCCCNC(=O)COC(=O)CNC(=O)c1cc(Cl)cc([N+](=O)[O-])c1,9%[46 µM],-6%,i,5%,-9%,14%,2%,0%
O=C(NCc1ccco1)c1ccccc1NS(=O)(=O)c1ccc2c(c1)OCCO2,2%,-3%,i,-8%,-7%,-7%,u,u
C/C(=C\C(=O)c1ccccc1)Nc1ccc(O)cc1,-2%,-15%,-10%,-4%,u,x,-12%,-29%
Cc1ccc(N(C)C)cc1,x,-4%,-17%,-4%,0%,-8%,u,x
O=C(OCc1nc2ccccc2[n+]([O-])c1C(=O)c1ccccc1)c1cccnc1,x,-2%,-5%,6%,-4%,x,x,-11%
N/C(=N\OC(=O)c1ccccc1)c1ccccn1,x,-3%,7%,14%,-14%,x,8%,-19%
CCS(=O)(=O)Nc1ccc2c(c1)OCO2,15%[46 µM],-3%,6%,20%,5%,x,3%,2%
O=C(NCc1nnc(SCC(=O)N2CCc3ccccc32)o1)c1cccs1,x,2%,-20%,9%,1%,-15%,2%,5%
Cc1ccc(NCc2ccc(Cl)nc2)c(NCc2ccc(Cl)nc2)c1,x,-2%,2%,-6%,0%,-32%[inhibitor],u,u
